Tb PGK inh – qHTS Assay to Find Inhibitors of Phosphoglycerate Kinase | actives 0.043% (n = 380,000) | Potency, µM (highest dose often 57.5 µM), for the others: top-dose activity change, negative = inhibition, most hits filed as inhibitors | PGK/GAPDH coupled, Kinase-Glo luminescence, 60 min | Phosphoglycerate kinase, glycosomal (Trypanosoma brucei brucei), P07378; also: potency is read from the fitted curve at half-maximal effect; % is scaled to controls: 0 for no effect and ±100 for the full control effect; nearly all actives have a fitted effect of over 60% in size
Target sequence (P07378 whole entry, looked up): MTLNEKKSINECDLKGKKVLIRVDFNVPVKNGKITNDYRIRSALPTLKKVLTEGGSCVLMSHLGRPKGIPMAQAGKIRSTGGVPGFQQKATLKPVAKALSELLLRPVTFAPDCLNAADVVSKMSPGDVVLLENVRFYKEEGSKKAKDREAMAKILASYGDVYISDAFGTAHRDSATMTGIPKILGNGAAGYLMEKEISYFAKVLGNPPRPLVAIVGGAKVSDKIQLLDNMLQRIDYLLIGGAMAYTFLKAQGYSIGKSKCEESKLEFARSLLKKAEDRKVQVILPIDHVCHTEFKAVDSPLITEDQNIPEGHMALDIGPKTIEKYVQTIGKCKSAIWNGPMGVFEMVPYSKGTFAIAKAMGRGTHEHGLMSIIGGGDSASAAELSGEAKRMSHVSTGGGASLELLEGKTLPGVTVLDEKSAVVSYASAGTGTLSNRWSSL
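Luminescent ATP detection (Kinase-Glo Plus) follows a 60-minute room-temperature incubation, with wells lacking PGK as controls. Buffer: 100 mM TEA (pH 7.6), 5 mM MgCl2, 0.01% Tween-20. Coupling enzyme GAPDH (100 nM final) supplies unstable 1,3-BPG in-well.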
rTrxR1 inhibitor – qHTS Assay for Inhibitors of Mammalian Selenoprotein Thioredoxin Reductase 1 (TrxR1): qHTS; Thioredoxin reductase 1, cytoplasmic (Rattus norvegicus), O89049; recombinant rTrxR1, NADPH fluorescence consumption, selenite substrate; Potency, µM (highest dose often 114 µM), for inactives: at the top dose activity change, negative = inhibition, hits mostly inhibitors; actives 1% (n = 390,000); also: potency is read from the fitted curve at half-maximal effect; % is scaled to controls: 0 for no effect and ±100 for the full control effect; nearly all actives have a fitted effect of over 65% in size
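Rat TrxR1 (90 nM in the dispensed reagent) was pre-reduced with 400 uM NADPH for 5 min at room temperature, then incubated with compound for 15 min. After 400 uM selenite was added, NADPH fluorescence (Ex 340/Em 450 nm) was followed for 8 min.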
USP1-UAF1 inh – Inhibitors of USP1/UAF1: Primary Screen; Ubiquitin carboxyl-terminal hydrolase 1 (Homo sapiens), O94782; recombinant USP1/UAF1, Ub-Rhodamine cleavage fluorescence; Potency, µM (titrated, usually from 57.1 µM), for inactives: top-dose activity change, negative = inhibition, usual class: inhibitors; actives 0.23% (n = 390,000); AID 743255, 2014; also: potency is read from the fitted curve at half-maximal effect; % is scaled to controls: 0 for no effect and ±100 for the full control effect; nearly all actives have a fitted effect of over 60% in size; inactives centre near -12
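High-throughput fluorogenic screen: 1nM USP1/UAF1 complex, Ub-Rho substrate 150nM final, 50mM HEPES pH 7.8 with 0.5mM EDTA, 0.1 mg/ml BSA, 1mM TCEP and 0.01% Tween-20.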
mIDH1 inhibitor – qHTS for Inhibitors of mutant isocitrate dehydrogenase 1 (IDH1): qHTS; IDH1-R132H enzyme, NADPH consumption, diaphorase/resazurin fluorescence; Potency, µM (top dose mostly 76.6 µM), without a hit: top-dose activity change, negative = inhibition, actives largely listed as inhibitors; actives 0.093% (n = 390,000); also: potency is read from the fitted curve at half-maximal effect; % is scaled to controls: 0 for no effect and ±100 for the full control effect; nearly all actives have a fitted effect of over 65% in size
Target sequence (O75874 whole entry R132H, stated change not applied): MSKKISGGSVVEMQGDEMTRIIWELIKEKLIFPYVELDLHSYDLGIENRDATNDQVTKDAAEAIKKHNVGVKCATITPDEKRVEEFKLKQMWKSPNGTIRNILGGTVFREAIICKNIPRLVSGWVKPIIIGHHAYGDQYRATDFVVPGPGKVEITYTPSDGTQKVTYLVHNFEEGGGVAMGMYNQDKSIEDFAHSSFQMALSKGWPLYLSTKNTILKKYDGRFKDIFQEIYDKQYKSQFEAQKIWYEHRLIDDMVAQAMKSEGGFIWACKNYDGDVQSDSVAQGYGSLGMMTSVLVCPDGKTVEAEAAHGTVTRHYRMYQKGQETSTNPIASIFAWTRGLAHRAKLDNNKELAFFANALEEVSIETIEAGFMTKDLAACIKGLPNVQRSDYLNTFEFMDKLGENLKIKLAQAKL
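IDH1-R132H (0.5 ug/mL) preincubated 30 min with compound, then NADPH (0.016 mM) and alpha-KG (2 mM) added; 80 min at RT, pH 7.5. Remaining NADPH coupled via diaphorase/resazurin to fluorescence (540/590 nm); concentration-response curves normalized to no-enzyme control.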
TrxR1 substrate – qHTS Assay for Substrates of Mammalian Selenoprotein Thioredoxin Reductase 1 (TrxR1): qHTS. Thioredoxin reductase 1, cytoplasmic (Rattus norvegicus), O89049. purified TrxR1 substrate turnover, NADPH consumption readout. Potency, µM (doses to about 114 µM), for inactives: top-dose activity change, negative = substrate turnover. actives 0.01% (n = 390,000). AID 588456, 2011; also: potency is read from the fitted curve at half-maximal effect; % is scaled to controls: 0 for no effect and ±100 for the full control effect; nearly all actives have a fitted effect of over 50% in size
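Rat TrxR1, dispensed at 90 nM, was prereduced with 400 uM NADPH (final) for 5 min at ~22 deg C, then incubated with compound 15 min before 400 uM selenite. A first-read NADPH fluorescence drop versus no-compound background flagged substrates.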
Pin1 inh – qHTS Assay to Find Inhibitors of Pin1; Peptidyl-prolyl cis-trans isomerase NIMA-interacting 1 (Homo sapiens), Q13526; Pin1 FP peptide displacement, HiFluor488, 10 min; Potency, µM (doses to about 115 µM), for the others: at the highest dose activity, negative = inhibition, usual class: inhibitors; actives 0.009% (n = 390,000); AID 504891, 2011; active = well fitted inhibition curve with a large enough effect in the polarisation, with a control signal flat, not every such curve was filed as active; inconclusive = small, poorly fitted or top-dose-only effect, or effect the other way, or a change in a side signal; inactive = no such curve, though single readings can be large or run the other way; the % refers to the polarisation; also: potency is read from the fitted curve at half-maximal effect; % is scaled to controls: 0 for no effect and ±100 for the full control effect
Target sequence (Q13526 whole entry, looked up): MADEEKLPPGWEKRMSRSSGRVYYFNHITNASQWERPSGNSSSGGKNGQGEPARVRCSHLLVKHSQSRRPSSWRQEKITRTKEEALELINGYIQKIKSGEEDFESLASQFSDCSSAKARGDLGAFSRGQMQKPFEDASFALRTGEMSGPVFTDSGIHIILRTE
PI4K2A block – qHTS for small molecular inhibitors of PI4K2A. Phosphatidylinositol 4-kinase type 2-alpha (Homo sapiens), Q9BTU6. purified PI4K2A, ADP-Glo luminescence, 1 h; hits give low values. activity change, negative = inhibition, % at 76.9 µM. actives 0.13% (n = 420,000). AID 1346378, 2018; in the data active = activity change below about -50%; inconclusive = mostly about -30% to -49%;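 also: -100% = wells without enzyme as full effect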
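ADP-Glo luminescence measured ADP generated by PI4K2A enzyme (4 ug/mL before mixing) with 1.2 mM PI substrate (pre-mix) and 300 microM ATP (pre-mix). Tris pH7.5 buffer with MgCl2, Triton X-100; 1 h reaction at ambient temperature.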
HP1b binding inh – HTS for Inhibitors of HP1-beta Chromodomain Interactions with Methylated Histone Tails; Potency, µM (highest dose often 114 µM), for inactives: at the top dose activity change, negative = inhibition, most hits filed as inhibitors; AlphaScreen HP1-beta / biotin-H3K9me3 peptide binding; actives 0.56% (n = 390,000); AID 540317, 2011; also: potency is read from the fitted curve at half-maximal effect; nearly all actives have a fitted effect of over 70% in size; inactives centre near 23
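Compound inhibition of the preformed complex between 50 nM HP1-beta and 50 nM biotinylated H3K9me3 peptide was read by AlphaScreen. Buffer was PBS pH 7.4 with 0.01% Tween-20. Incubations ran 30 min at room temperature, with 10 ug/mL donor/acceptor beads.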
GLS inhibitor – qHTS for Inhibitors of Glutaminase (GLS). Glutaminase kidney isoform, mitochondrial (Homo sapiens), O94925. GLS enzymatic activity, qHTS titration. Potency, µM (highest dose often 45.5 µM), inactives show at the top dose activity change, negative = inhibition, most hits filed as inhibitors. actives 0.21% (n = 410,000); also: potency is read from the fitted curve at half-maximal effect; % is scaled to controls: 0 for no effect and ±100 for the full control effect
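Coupled fluorescence readout: glutamate oxidase/HRP/Amplex Red detect glutamate formed by hKGA from L-glutamine (1 mM solution added). Buffer 45 mM KH2PO4 pH 8.2, 0.02% Tween-20; reads at t0 and 30 min RT.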
Numbers without * were called inactive; & = joins results of further samples; [ ] = dose if it differs, or a comment. Unless noted, calls follow the shape of the dose curve; as a rule, active = well fitted curve in the direction sought with a large enough effect; inconclusive = small, poorly fitted or top-dose-only effect, or another doubt; inactive = no such curve, though single readings can be large; an effect the other way counts as inactive or inconclusive. Only part of the results is shown. The share of hits here may be higher or lower than overall.

Results for COc1ccc(/C(=C\Nc2ccc(C)c(C)c2)C(C)=O)cc1OC ?
Tb PGK inh: inactive; rTrxR1 inhibitor: 6%[57.1 µM]; USP1-UAF1 inh: -26%; mIDH1 inhibitor: 0%; TrxR1 substrate: -2%[57.1 µM]; Pin1 inh: 5%; PI4K2A block: -1; HP1b binding inh: -4%; GLS inhibitor: -27%

How did CCOc1ccccc1N1CCN(C(=O)c2ccc(S(=O)(=O)Nc3ccccc3)cc2)CC1 do in these assays?
Tb PGK inh: -1%; rTrxR1 inhibitor: 23%; USP1-UAF1 inh: -21%; mIDH1 inhibitor: 3%; TrxR1 substrate: 2%; Pin1 inh: -1%; PI4K2A block: -3; HP1b binding inh: 23%; GLS inhibitor: 8%

How did Cc1ccc(C(=O)Nc2ccc3oc(-c4cccnc4)nc3c2)c(Cl)c1 do in these assays?
Tb PGK inh: 7%; rTrxR1 inhibitor: 17%; USP1-UAF1 inh: inconclusive; mIDH1 inhibitor: -15%; TrxR1 substrate: 10%; Pin1 inh: 22%; PI4K2A block: -1; HP1b binding inh: 9%; GLS inhibitor: 7%

What do the screens show for `CN(Cc1ccccc1)C(=O)c1ccc2c(c1)OCO2`?
Tb PGK inh: inactive; rTrxR1 inhibitor: 0%; USP1-UAF1 inh: -11%; mIDH1 inhibitor: 4%; TrxR1 substrate: -2%; Pin1 inh: 3%; PI4K2A block: -1; HP1b binding inh: 11%; GLS inhibitor: 4%

Results for CCC(=O)Nc1nonc1-c1nc2ccccc2n1CCC(C)C ?
Tb PGK inh: 0%; rTrxR1 inhibitor: 9%; USP1-UAF1 inh: -5%; mIDH1 inhibitor: -2%; TrxR1 substrate: 16%; Pin1 inh: inconclusive; PI4K2A block: 5; HP1b binding inh: 64%[activator]; GLS inhibitor: 10%

What do the screens show for `Cc1ccccc1N1CC(C(=O)N2CC(C)CC(C)C2)CC1=O` (centres undefined)?
Tb PGK inh: -3%; rTrxR1 inhibitor: 20%[57.1 µM]; USP1-UAF1 inh: inconclusive; mIDH1 inhibitor: 1%; TrxR1 substrate: 6%[57.1 µM]; Pin1 inh: 2%; PI4K2A block: -5; HP1b binding inh: 56%[activator]; GLS inhibitor: -3%

Results for COc1cccc(OC)c1C(=O)NC(C)c1ccccc1 (centres undefined) ?
Tb PGK inh: 7%; rTrxR1 inhibitor: -5%; USP1-UAF1 inh: -27%; mIDH1 inhibitor: -1%; TrxR1 substrate: -4%; Pin1 inh: -8%; PI4K2A block: 6; HP1b binding inh: 29%; GLS inhibitor: 2%

Results for O=C(CSc1nnc(-c2ccc(O)cc2)o1)Nc1ccc2c(c1)OCCO2 ?
Tb PGK inh: -11%; rTrxR1 inhibitor: -12%; USP1-UAF1 inh: 1%; mIDH1 inhibitor: 0%; TrxR1 substrate: -8%; Pin1 inh: 0%; PI4K2A block: -11; HP1b binding inh: 9%; GLS inhibitor: -21%

Results for COc1cccc2c1C(=O)c1c(O)c3c(c(O)c1C2=O)CC(O)(C(=O)CO)CC3OC1CC(N(C)C)C(O)C(C)O1 (centres undefined) ?
Tb PGK inh: -14%; rTrxR1 inhibitor: 12%[11.4 µM]; USP1-UAF1 inh: inconclusive; mIDH1 inhibitor: -14%; TrxR1 substrate: 10%[57.1 µM]; Pin1 inh: inconclusive; PI4K2A block: -9; HP1b binding inh: inconclusive; GLS inhibitor: 17%

What do the screens show for `O=C(OCC(=O)N1CCCC1=O)C1CCN(S(=O)(=O)c2c(Cl)cccc2Cl)CC1`?
Tb PGK inh: -9%; rTrxR1 inhibitor: -3%; USP1-UAF1 inh: -3%; mIDH1 inhibitor: 3%; TrxR1 substrate: -9%; Pin1 inh: 5%; PI4K2A block: 0; HP1b binding inh: 8%; GLS inhibitor: 0%

What do the screens show for `COCC(=O)Nc1nnc(-c2cccs2)s1`?
Tb PGK inh: -4%; rTrxR1 inhibitor: 12%; USP1-UAF1 inh: 6%; mIDH1 inhibitor: -3%; TrxR1 substrate: 20%; Pin1 inh: 0%; PI4K2A block: 7; HP1b binding inh: 26%; GLS inhibitor: 6%

Results for CC1CC(C)CN(C(=O)CSC2=Nc3ccccc3C3=NC(Cc4c[nH]c5ccccc45)C(=O)N23)C1 (centres undefined) ?
Tb PGK inh: 2%; rTrxR1 inhibitor: 3%; USP1-UAF1 inh: -16%; mIDH1 inhibitor: 1%; TrxR1 substrate: 0%; Pin1 inh: 22%; PI4K2A block: 4; HP1b binding inh: 105%[activator]

How did Cc1ccc(C)c2[nH]c(=O)c(CCNC(=O)CC(C)C)cc12 do in these assays?
Tb PGK inh: 4%; rTrxR1 inhibitor: 6%; USP1-UAF1 inh: -26%; mIDH1 inhibitor: 2%; TrxR1 substrate: 1%; Pin1 inh: 6%; PI4K2A block: 2; HP1b binding inh: 36%; GLS inhibitor: -6%

Results for CCOc1ccc(NC(=O)CN(C)C(=O)c2ccc(NC3CC3)c([N+](=O)[O-])c2)cc1OCC ?
Tb PGK inh: 2%; rTrxR1 inhibitor: 6%; USP1-UAF1 inh: -19%; mIDH1 inhibitor: -10%; TrxR1 substrate: -6%; Pin1 inh: -1%; PI4K2A block: -1; HP1b binding inh: -2%; GLS inhibitor: -3%

Results for Cc1cc2c(cc1S(=O)(=O)NCCc1ccc(Cl)cc1)OCC(=O)N2 ?
Tb PGK inh: inactive; rTrxR1 inhibitor: 13%[57.1 µM]; USP1-UAF1 inh: -23%; mIDH1 inhibitor: 10%; TrxR1 substrate: -7%[57.1 µM]; Pin1 inh: -5%; PI4K2A block: -5; HP1b binding inh: 33%; GLS inhibitor: -7%

Results for COc1ccccc1C(=O)NCC(=O)NCCCN1CCOCC1 ?
Tb PGK inh: -5%; rTrxR1 inhibitor: -1%; USP1-UAF1 inh: -12%; mIDH1 inhibitor: -8%; TrxR1 substrate: -4%; Pin1 inh: -2%; PI4K2A block: 5; HP1b binding inh: 16%; GLS inhibitor: 6%

What do the screens show for `CC(NC(=O)COC(=O)Cc1ccsc1)c1ccccc1` (centres undefined)?
Tb PGK inh: -16%; rTrxR1 inhibitor: 10%; USP1-UAF1 inh: -21%; mIDH1 inhibitor: -1%; TrxR1 substrate: 7%; Pin1 inh: 0%; PI4K2A block: -4; HP1b binding inh: 29%; GLS inhibitor: 9%

How did CCOCCCNC(=O)N[C@H](C(=O)OC)C(C)CC (some centres undefined) do in these assays?
Tb PGK inh: 0%; rTrxR1 inhibitor: 23%[57.1 µM]; USP1-UAF1 inh: -6%; mIDH1 inhibitor: 6%; TrxR1 substrate: 8%[57.1 µM]; Pin1 inh: 0%; PI4K2A block: 1; HP1b binding inh: 49%[activator]; GLS inhibitor: 1%

What do the screens show for `CCNc1nc(N)nc(Oc2ccc(OCCOc3ccc(Cl)cc3Cl)nn2)n1`?
Tb PGK inh: -4%[11.5 µM]; rTrxR1 inhibitor: 20%; USP1-UAF1 inh: -1%; mIDH1 inhibitor: 1%; TrxR1 substrate: 4%; Pin1 inh: -10%; PI4K2A block: -4; HP1b binding inh: 26%; GLS inhibitor: 0%

Results for CC(=O)Nc1ccc(S(=O)(=O)NC2(C(F)(F)F)NC(=O)N(c3ccc(C)cc3)C2=O)cc1 (centres undefined) ?
Tb PGK inh: -8%&10%; rTrxR1 inhibitor: 18%&0%; USP1-UAF1 inh: -1%&3%; mIDH1 inhibitor: 9%&-4%; TrxR1 substrate: 5%; Pin1 inh: -1%&3%; PI4K2A block: 0&-3; HP1b binding inh: 31%&33%; GLS inhibitor: 0%&2%

What do the screens show for `COc1ccccc1Oc1cc(-n2nc(C)cc2C)ncn1`?
Tb PGK inh: inactive; rTrxR1 inhibitor: -12%; USP1-UAF1 inh: -15%; mIDH1 inhibitor: 10%; TrxR1 substrate: -11%; Pin1 inh: 1%; PI4K2A block: 2; HP1b binding inh: 69%[activator]; GLS inhibitor: 2%

Screening results deposited in PubChem by National Center for Advancing Translational Sciences (NCATS).
